# M. tuberculosis HTS = M. tuberculosis growth inhibition, HTS (AID 449762); M. tuberculosis H37Rv growth inhibition, 7H9 media; higher % means a stronger effect; inhibition, % at 25 µM; hits with a dose series show IC50 in µM; 330,000 tested, 0.59% active; in the data active = a potency from the dose series; inconclusive = inhibition above about 70% without an active follow-up result;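 note: bacterial growth assessed after seven days of incubation; strong numbers were not always called active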
# PhoP GFP inhibition = PhoP regulon inhibitors, Salmonella typhi PhoP promoter GFP reporter, confirmatory (AID 1850); Salmonella Typhi PhoP-promoter GFP reporter, fluorescence, 4 h; higher % means a stronger effect; inhibition, % at 50 µM, or IC50 in µM where a hit was titrated; 310,000 tested, 0.33% active; in the data active = a potency from the dose series; inconclusive = inhibition mostly from about 25% at the one dose, without a potency; inactive = the rest, 99 in 100 with inhibition below about 19%;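 note: 0% = induced wells with vehicle and 100% = uninduced wells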
# inhibitors of VEEV = inhibitors of VEEV TC-83 cytopathic effect, confirmation, Vero cells (AID 588727) | Vero cells, VEEV TC-83 cytopathic effect inhibition; higher % means a stronger effect | one-dose inhibition, % at 20 µM; IC50 in µM for titrated hits | 350,000 tested, 0.13% active; in the data active = a potency from the dose series; inconclusive = inhibition mostly from about 14% at the one dose, without a potency; inactive = the rest, 99 in 100 with inhibition below about 12%; note: strong numbers were not always called active
# M. tuberculosis = growth inhibition of non-replicating M. tuberculosis (AID 488890); Mycobacterium tuberculosis non-replicating, growth inhibition; higher % means a stronger effect; 320,000 tested, 0.39% active; inhibition, % at 25 µM, or IC50 in µM where a hit was titrated; in the data active = a potency from the dose series; inconclusive = inhibition mostly from about 82% at the one dose, without a potency; inactive = the rest, 99 in 100 with inhibition below about 76%;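 note: plate controls were DMSO cells for no effect and high antibiotic wells for full effect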
# H1N1 NS1A inhibition = H1N1 influenza NS1A inhibitors, functional cell based assay (AID 504329) | 340,000 tested, 0.3% active | one-dose inhibition, % at 12.5 µM; IC50 in µM for titrated hits | NS1A functional cell-based assay, percent inhibition; higher % means a stronger effect; in the data active = a potency from the dose series; inconclusive = inhibition above about 27% without an active follow-up result; note: strong numbers were not always called active
# inhibitors of VEEV 10K pilot screen = also measured in inhibitors of VEEV; calls as there; inhibition, %; measured here: 10K pilot screen inhibition
# The depositor's hits bear a star; i = inactive; ? = inconclusive; / = no result given; & = joins results of further samples.
SMILES,M. tuberculosis HTS,PhoP GFP inhibition,inhibitors of VEEV,M. tuberculosis,H1N1 NS1A inhibition,others
CC1(C)C(C=C(Cl)Cl)C1C(=O)Nc1ccc([N+](=O)[O-])cc1 (stereo not given),38.6%,-3.3%,/,58.6%,/,
C=CCn1c(C(C)NC(=O)CC)nc2ccccc21 (stereo not given),0.4%,0.2%,0.8%,-22.6%,5.4%,
CCOC(=O)c1ccc(NC(=S)N2CCC(O)CC2)cc1,3.2%,-8.9%,0.7%,1.2%,10.9%,
Cc1ccc(Nc2nc(C)cc(C)c2C(N)=O)cc1,-1.1%,7.3%,2.8%,-1.6%,-6.7%,
O=C(C1=C(O)C(=O)N(CC2CCCO2)C1c1cccc(Cl)c1)c1ccco1 (stereo not given),3.7%,11.5%,i,18.2%,3.9%,
O=P(Oc1ccccc1)(N1CCOCC1)N1CCOCC1,/,/,i,/,-0.3%,
FC(F)(F)c1ccc(C2[C@H]3CN(CC4CCCCC4)[C@H](c4ccccc4)C34CC2(c2cccnc2)C4)cc1 (stereo not given in full),58.0%,-2.0%,i,68.4%,-10.6%,
O=C(N/N=C/c1c(F)c(F)c(F)c(F)c1F)c1cc(-c2ccccc2)nc2ccccc12,5.2%,-0.3%,i,-11.8%,-4.2%,
CCCCN(C)C(=O)Cc1c(OC)ccc2cc(Br)ccc12,19.5µM*,-2.9%,1.7%,36.1%,-3.5%,
COC(=O)/C(=C/N(C)C)C(=O)N1CCN(c2ccc(Cl)c(Cl)c2)CC1,9.1%,-0.6%,2.6%,44.0%,-2.1%,
CC(=O)N(Nc1ccccc1)c1ccccc1,9.3%,-13.4%,1.0%,-8.0%,19.9%,
CC(C)(C)NC(=O)CSc1nnnn1C(C)(C)C,3.2%,-8.6%,1.6%,3.6%,-3.9%,
O=C(Oc1ccc(-c2nnco2)cc1)N1CCOCC1,4.6%,-1.7%,i,2.2%,-2.8%,
Cc1cccc(C)c1OCC(=O)NNC(=O)Nc1ccc(Cl)cc1,-3.9%,3.9%,0.7%,-17.0%,5.2%,
CCC(C)c1ccc(S(=O)(=O)N2CCN(CC(O)CN3CCOCC3)CC2)cc1 (stereo not given),-16.5%,/,i,-4.8%,-16.6%,
COc1ccc(CNC(=O)CCSCc2cccc(Cl)c2)c(OC)c1,3.5%,-4.0%,1.9%,46.1%,-6.1%,
Cc1cccc(NC(=O)NNC(=O)COc2ccc(Cl)cc2)c1,-12.2%,-1.2%,0.3%,0.8%,-2.5%,
O=C(/C=C/c1ccc([N+](=O)[O-])cc1)N1CCN(Cc2ccccc2)CC1,4.0%,8.7%,0.2%,14.3%,4.3%,
COc1ccc(NC(=O)CC2CCCC2)cc1OC,-0.6%,-2.6%,1.1%,-1.1%,-8.4%,
O=C(c1ccccc1)c1ccccc1C(=O)c1ccccc1,-2.2%&-3.3%,1.3%&-3.1%,0.7%,19.8%&10.8%,-3.2%,

# Brought forward from above: 3 compounds; new compounds follow.
SMILES,M. tuberculosis HTS,PhoP GFP inhibition,inhibitors of VEEV,M. tuberculosis,H1N1 NS1A inhibition,others
O=C(/C=C/c1ccc([N+](=O)[O-])cc1)N1CCN(Cc2ccccc2)CC1,4.0%,8.7%,0.2%,14.3%,4.3%,
COc1ccc(NC(=O)CC2CCCC2)cc1OC,-0.6%,-2.6%,1.1%,-1.1%,-8.4%,
O=C(c1ccccc1)c1ccccc1C(=O)c1ccccc1,-2.2%&-3.3%,1.3%&-3.1%,0.7%,19.8%&10.8%,-3.2%,
CC(C)Oc1ccc(N2CC(C(=O)OCC(=O)NCc3ccccc3)CC2=O)cc1 (stereo not given),-10.0%,-1.6%,i,-1.4%,5.9%,
Cc1cccc(NC(=O)CSc2nc(COc3ccccc3)nc3ccccc23)c1C,1.7%,7.3%,i,8.1%,-6.4%,
CCCCN(CCCNC(=O)C1CCCN(S(=O)(=O)CC)C1)Cc1ccccc1 (stereo not given),-5.7%,-5.5%,0.8%,8.8%,-3.8%,
CCCCCn1c(=O)c(C(=O)OCC)c(O)c2ccccc21,17.4%,-3.2%,0.4%,3.0%,-6.2%,
Cc1oc(-c2cccc(Cl)c2)nc1CN1CCC(C(=O)N2CCN(c3ccccn3)CC2)CC1,16.8%,0.8%,?,50.5%,3.0%,
Cc1oc2ccc(O)c(CN(C)C)c2c1C(=O)c1ccccc1,-3.8%,12.9%,i,-0.2%,6.1%,inhibitors of VEEV 10K pilot screen=0.0
COc1cc(/C=N/NC(=O)c2cccc3ccccc23)ccc1OCC(N)=O,3.3%,1.6%,i,5.5%,-0.2%,
O=C(CNC(=O)c1ccccc1O)N/N=C/c1cc(Br)ccc1OC(=O)/C=C/c1ccco1,59.8%,3.4%,/,51.2%,/,
CC(C)[C@H](NC(=O)N1c2ccccc2NC(=O)[C@@H]1C(C)C)C(=O)N1CCC[C@H]1C(=O)O,-5.0%,0.2%,0.8%,7.3%,-5.0%,
COc1ccc(Cl)cc1N1CCN(CCNC(=O)Nc2ccccc2C)CC1,16.6%,-4.1%,1.7%,46.1%,5.0%,
O=C(CN1CC=C(c2ccccc2)CC1)NC(=O)NC1CCCCC1,2.4%,1.6%,0.7%,62.0%,3.3%,
CCOCCCn1cnc2c(c1=O)c1nc3ccccc3nc1n2-c1ccccc1,-7.6%,-2.2%,i,1.1%,1.1%,
COc1ccccc1N1CCN(/N=C/c2cc(OC)c(O)c(OC)c2)CC1,-0.7%,1.1%,0.8%,2.0%,0.3%,
CC1(C)CN(c2cccc(Br)c2)C1=O,5.7%,3.5%,1.2%,0.6%,-9.4%,
COc1ccc(C(C(=O)NCC2CCCO2)N(C(=O)c2snc(C(N)=O)c2N)c2ccccc2)cc1OC (stereo not given),/,/,8.5%,/,4.2%,
Cc1cc(C)c2c(CN3CCN(CCO)CC3)cc(=O)oc2c1,-6.2%,-3.6%,0.9%,-8.9%,7.7%,
Cc1nc2sc3c(NCc4ccco4)ncnc3c2c2c1COC(C)(C)C2,3.9%,-2.5%,9.4%,-2.7%,1.7%,inhibitors of VEEV 10K pilot screen=7.2
C=CCC(Nc1ccccc1)C12C=CC(O1)C(C(=O)OC)=C2C(=O)OC (stereo not given),10.0%,8.5%,?,67.3%,11.7%,
O=C(COC(=O)c1ccccc1O)NCc1ccccc1Cl,5.5%,/,0.7%,64.3%,-2.0%,
O=C(O)C1C2CCCCC2=C2CCCCC2C1C(=O)Nc1nccs1 (stereo not given),/,/,3.5%,/,1.1%,

# Copied from the listing (five entries):
SMILES,M. tuberculosis HTS,PhoP GFP inhibition,inhibitors of VEEV,M. tuberculosis,H1N1 NS1A inhibition,others
Cc1cc(C)c2c(CN3CCN(CCO)CC3)cc(=O)oc2c1,-6.2%,-3.6%,0.9%,-8.9%,7.7%,
Cc1nc2sc3c(NCc4ccco4)ncnc3c2c2c1COC(C)(C)C2,3.9%,-2.5%,9.4%,-2.7%,1.7%,inhibitors of VEEV 10K pilot screen=7.2
C=CCC(Nc1ccccc1)C12C=CC(O1)C(C(=O)OC)=C2C(=O)OC (stereo not given),10.0%,8.5%,?,67.3%,11.7%,
O=C(COC(=O)c1ccccc1O)NCc1ccccc1Cl,5.5%,/,0.7%,64.3%,-2.0%,
O=C(O)C1C2CCCCC2=C2CCCCC2C1C(=O)Nc1nccs1 (stereo not given),/,/,3.5%,/,1.1%,

# (listing goes on)
SMILES,M. tuberculosis HTS,PhoP GFP inhibition,inhibitors of VEEV,M. tuberculosis,H1N1 NS1A inhibition,others
Cc1noc(NS(=O)(=O)c2ccc(NC(=O)c3cc4ccccc4o3)cc2)c1C,13.6%,/,3.3%,40.6%,-24.4%,
Cc1ccc2c(c1)OC(=O)CC2c1ccccc1 (stereo not given),-3.6%,-4.2%,0.4%,16.0%,-7.1%,
Cc1cc(C(=O)NC2CCCc3c2cnn3-c2cccc(C)c2C)no1 (stereo not given),1.6%,-8.0%,1.53µM*,3.8%,1.1%,
O=C(CSc1nc2ncccc2[nH]1)NC1CCCC1,2.3%,-2.5%,0.1%,8.7%,-4.7%,inhibitors of VEEV 10K pilot screen=0.5
CCOc1ccc(C(=O)NCc2cccs2)cc1,7.4%,-5.7%,4.0%,44.9%,-1.6%,
CCCNC(=O)N1CCN(C(c2ccccc2)c2ccccc2)CC1,6.7%,-17.2%,2.5%,7.8%,1.3%,
S=C(NCc1cccs1)Nc1ccc(Cl)cc1,-5.8%,4.5%,2.6%,?,16.8%,
CCOC(=O)c1c(-c2ccccc2)oc2cc(Br)c(O)cc12,9.3%,1.3%,2.3%,-6.1%,0.2%,
CCOC(=O)C1(Cc2ccccc2)CCCN(Cc2ccccn2)C1 (stereo not given),-1.6%,5.6%,0.1%,32.9%,-2.9%,
CC(=O)O/N=C/c1c(C)c(C=O)n2ccccc12,-3.3%,3.7%,1.7%,-9.8%,-5.2%,

# 2 compounds picked at random from the list so far, as already listed:
SMILES,M. tuberculosis HTS,PhoP GFP inhibition,inhibitors of VEEV,M. tuberculosis,H1N1 NS1A inhibition,others
Cc1oc(-c2cccc(Cl)c2)nc1CN1CCC(C(=O)N2CCN(c3ccccn3)CC2)CC1,16.8%,0.8%,?,50.5%,3.0%,
O=C(C1=C(O)C(=O)N(CC2CCCO2)C1c1cccc(Cl)c1)c1ccco1 (stereo not given),3.7%,11.5%,i,18.2%,3.9%,

# Next part
SMILES,M. tuberculosis HTS,PhoP GFP inhibition,inhibitors of VEEV,M. tuberculosis,H1N1 NS1A inhibition,others
COC(=O)c1ccc(N2CCOCC2)c(NC(=O)c2ccc3c(c2)OCO3)c1,2.5%,6.5%,4.0%,1.8%,0.7%,
CCOC(=O)C(C)NC(=O)C(NC(=O)C1CCC(CC)CC1)C(C)C (stereo not given),66.5%,-1.6%,0.5%,31.9%,4.8%,
O=C(CSc1nnc(CNC(=O)c2ccccc2F)o1)NC1CCCC1,-7.3%,-4.9%,2.6%,61.8%,-16.1%,
COc1cccc(C2/C(=C(\O)c3ccc4c(c3)OCCO4)C(=O)C(=O)N2Cc2cccnc2)c1 (stereo not given),3.2%,-22.2%,0.1%,9.0%,0.9%,
CC(=O)c1cccc(NC(=O)C2CC(=O)N(C3CCCC3)C2)c1 (stereo not given),5.8%,/,1.0%,10.0%,0.1%,
Cc1nc2c(nnn2Cc2ccccc2)c(=O)n1-c1ccccc1,-12.2%,2.8%,0.5%,/,2.1%,
CC(=O)c1ccc(NS(=O)(=O)c2ccc(N/C=C/C(=O)c3ccc(F)cc3)cc2)cc1,2.8%,3.4%,3.3%,0.9%,-9.9%,
CC1CCc2cc(F)ccc2N1C(=O)CSc1nnc2c(n1)[nH]c1ccccc12 (stereo not given),32.6%,-7.3%,?,20.4%,-0.6%,
CCOc1ccc(/C=N/NC(=O)c2[nH]ncc2Br)c(O)c1,10.6%,138µM*,12.9%,-2.0%,-4.8%,
Cc1ccccc1NC(=S)NC1(C)CCS(=O)(=O)C1 (stereo not given),4.8%,6.9%,2.5%,8.9%,-3.3%,
Cc1[nH][nH]c(=O)c1C,-9.3%,/,3.1%,-23.9%,-5.5%,
COc1ccccc1C(CNC(=O)c1cccc(S(=O)(=O)Nc2ccc(C)cc2)c1)N(C)C (stereo not given),-25.4%,-3.7%,i,19.5%,0.2%,
Cn1c(N)c(C(=O)CSc2nnnn2-c2ccccc2)c(=O)n(C)c1=O,1.1%,-0.7%,1.0%,-7.8%,3.8%,
Cc1cnc(C(=O)OCC(=O)N2CCC(C)CC2)cn1,-5.3%,/,1.4%,3.3%,-7.4%,
Cc1ccc(S(=O)(=O)N(C)c2ccc(OCC(=O)OCc3cccc(Br)c3)cc2)cc1,/,/,2.1%,/,-4.9%,
COc1cc(OC)nc(Oc2ccccc2C(=O)Oc2ccc(Cl)cc2)n1,68.5µM*,24.5%,0.9%,76.2%,-11.8%,
O=S(=O)(c1ccc(OCC(O)CN2CCC(Cc3ccccc3)CC2)cc1)N1CCOCC1 (stereo not given),5.6%,-9.0%,i,11.6%,2.4%,

# High-throughput results from PubChem BioAssay.

# Outcome played no part in choosing rows. About 1.5% of those tested had a hit in this group.
